HEK293 viab = cell viability loss counter-screen. HEK-293-SNCA-luc viability, GF-AFC fluorescence, 24 h. Potency, µM (highest dose often 57.1 µM), for the others: top-dose activity change, negative = cytotoxicity, actives largely listed as cytotoxic. 150,000 tested, 0.12% active;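 also: potency is read from the fitted curve at half-maximal effect; 0% = DMSO-treated cells and -100% = medium-only wells without cells; nearly all actives have a fitted effect of over 30% in size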
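HEK-293-SNCA-luc cells (1500/well) plated 24 h, then exposed 24 h to a dilution series; GF-AFC added 30 min at 37C, fluorescence 405/540 nm; normalised to medium-only and DMSO wells, Hill fit.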
IP6K1 inhibitor = blocks human inositol hexakisphosphate kinase 1. Q92551. IP6K1 kinase, ADP-Glo luminescence, 2 h; active compounds read low. activity change, % (series mostly up to about 58 µM). 140,000 tested, 0.81% active; in the data active = activity change below about -25%
Target sequence (Q92551 whole entry, looked up): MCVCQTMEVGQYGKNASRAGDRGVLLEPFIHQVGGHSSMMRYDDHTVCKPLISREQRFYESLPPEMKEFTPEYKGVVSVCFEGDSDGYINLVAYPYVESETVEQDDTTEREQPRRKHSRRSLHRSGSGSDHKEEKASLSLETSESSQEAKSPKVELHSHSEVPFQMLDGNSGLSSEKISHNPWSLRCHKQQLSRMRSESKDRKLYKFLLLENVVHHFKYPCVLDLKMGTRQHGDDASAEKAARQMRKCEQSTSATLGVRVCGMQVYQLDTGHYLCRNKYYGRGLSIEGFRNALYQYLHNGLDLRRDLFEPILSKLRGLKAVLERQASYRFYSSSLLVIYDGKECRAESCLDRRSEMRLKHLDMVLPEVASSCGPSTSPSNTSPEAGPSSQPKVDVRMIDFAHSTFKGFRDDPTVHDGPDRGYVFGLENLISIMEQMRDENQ
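ADP-Glo luminescence measures ADP made by human IP6K1 during a 2 h RT reaction with ATP/IP6 (mix at 1.3 mM/130 uM); top library doses 57.5 and 19.1 uM final.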
GPT2 inhibitor = GPT2 alanine aminotransferase inhibition; Q8TD30; Recombinant GPT2, coupled pyruvate oxidase/HRP Amplex Red fluorescence; Potency, µM (top dose mostly 57.7 µM), for inactives: top-dose activity change, negative = inhibition, most hits filed as inhibitors; 100,000 tested, 0.25% active; also: potency is read from the fitted curve at half-maximal effect; nearly all actives have a fitted effect of over 60% in size; many of its hits are not listed in these tables
Target sequence (Q8TD30 whole entry, looked up): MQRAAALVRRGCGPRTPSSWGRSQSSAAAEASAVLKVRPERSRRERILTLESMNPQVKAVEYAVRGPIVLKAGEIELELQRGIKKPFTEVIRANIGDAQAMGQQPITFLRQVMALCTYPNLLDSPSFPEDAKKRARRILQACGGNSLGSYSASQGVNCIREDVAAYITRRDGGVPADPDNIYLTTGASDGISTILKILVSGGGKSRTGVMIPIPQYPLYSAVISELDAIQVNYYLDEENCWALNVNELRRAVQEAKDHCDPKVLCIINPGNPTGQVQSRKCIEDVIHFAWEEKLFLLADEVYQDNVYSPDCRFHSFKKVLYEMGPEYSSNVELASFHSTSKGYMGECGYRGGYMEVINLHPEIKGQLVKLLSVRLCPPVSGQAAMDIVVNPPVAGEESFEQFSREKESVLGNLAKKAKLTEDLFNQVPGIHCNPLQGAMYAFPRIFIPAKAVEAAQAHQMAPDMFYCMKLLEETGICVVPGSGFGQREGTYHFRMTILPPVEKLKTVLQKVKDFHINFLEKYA
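Fluorescence read-out: pyruvate from GPT2 turnover coupled to pyruvate oxidase, HRP and Amplex Red (0.2mM ThPP, 0.2U/mL PO and HRP, 50uM Amplex final). Substrates 250uM a-KG, 2mM L-alanine; enzyme 10ng/uL; 30 min RT.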
SNCA expr inh = reduces expression of the alpha-synuclein gene; HEK-293 SNCA-luciferase knock-in, luminescence, 24 h; Potency, µM (doses to about 57.2 µM), without a hit: at the highest dose activity change, negative = inhibition, usual class: inhibitors; 140,000 tested, 0.17% active; AID 1671194;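 also: potency is read from the fitted curve at half-maximal effect; plate controls were DMSO cells for no effect and cell-free wells for full effect; nearly all actives have a fitted effect of over 45% in size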
3T3 cytotox = cytotoxic compounds in NIH 3T3 cells | NIH 3T3 viability, CellTiter-Glo ATP luminescence, 48-72 h | Potency, µM (titrated, usually from 96.7 µM), without a hit: at the top dose activity change, negative = cytotoxicity, usual class: inhibitors | 94,000 tested, 4.3% active; also: potency is read from the fitted curve at half-maximal effect; nearly all actives have a fitted effect of over 55% in size
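NIH 3T3 cells at 400 cells/well received 23 nL of compound by pintool and were incubated 48 or 72 h at 37 °C. Viability was read as ATP-coupled CellTiter-Glo luminescence.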
FLuc inh = blocks purified firefly luciferase enzyme activity; P08659; Potency, µM (top dose mostly 115 µM), for the others: top-dose activity change, negative = inhibition, most hits filed as inhibitors; 76,000 tested, 2.5% active; purified P. pyralis luciferase, luminescence, biochemical; also: potency is read from the fitted curve at half-maximal effect; nearly all actives have a fitted effect of over 65% in size
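Purified 10nM P. pyralis luciferase with 10uM D-luciferin and 10uM ATP in 50mM Tris acetate pH 7.5, 10mM Mg acetate, 0.01% Tween-20, 0.05% BSA. qHTS titration; luminescence read by CCD imager.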
HEK cytotox = HEK 293 cell cytotoxicity; HEK 293 viability, ATP luminescence (CellTiter-Glo), 48-72 h; Potency, µM (titrated, usually from 115 µM), for the others: at the highest dose activity change, negative = cytotoxicity, actives largely listed as inhibitors; 94,000 tested, 6.6% active; AID 1345083; also: potency is read from the fitted curve at half-maximal effect; nearly all actives have a fitted effect of over 60% in size
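250 HEK 293 cells/well; compound by pintool; incubated 48 or 72 hr at 37 degree Celsius; CellTiter-Glo added, 10 min RT, luminescence imaged.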
* hit, by the source's call; i = inactive; u = inconclusive; x = not tested or not shown; & = joins results of further samples; [ ] = another dose, or the depositor's remark. Unless noted, calls follow the shape of the dose curve; as a rule, active = well fitted curve in the direction sought with a large enough effect; inconclusive = small, poorly fitted or top-dose-only effect, or another doubt; inactive = no such curve, though single readings can be large; an effect the other way counts as inactive or inconclusive. Unless noted, % is scaled to controls: 0 for no effect and ±100 for the full control effect. Only part of the results is shown, so the mix of outcomes need not match the whole.

SMILES	HEK293 viab	IP6K1 inhibitor	GPT2 inhibitor	SNCA expr inh	3T3 cytotox	FLuc inh	HEK cytotox
Cc1cc(Cn2cnc3c2CC(C(=O)O)N(C(=O)C(c2ccccc2)c2ccccc2)C3)ccc1N(C)C (stereo not drawn)	-10%	1	u	x	x	x	x
Cc1cn([C@@H]2O[C@H](CO)[C@@H](O)[C@H]2F)c(=O)[nH]c1=O	-12%	-3	i	6%	x	x	x
Cc1cccc(C=NNc2cc(N3CCOCC3)nc(OCCc3ccccn3)n2)c1	-1%	x	4%	78%[activator]	x	x	x
CC(=O)OCC1=C[C@@H]2OC(=O)C3=CO[C@@H](O[C@@H]4O[C@H](CO)[C@@H](O)[C@H](O)[C@H]4O)[C@H]1[C@@H]32	-3%[23.9 µM]	-12	i	x	x	x	x
CN1CCC(c2c[nH]c3ccc(NC(=O)c4ccc(F)cc4)cc23)CC1	-19%	-2	i	x	x	x	x
CN1CCOC(c2ccccc2)c2ccccc2C1 (stereo not drawn)	-17%	39&-13	-3%&1%	-5%[25.6 µM]	x	x	x
Fc1ccc(-c2nc(C3CCNCC3)sc2-c2ccnc(NC3CC3)n2)cc1	-19%	-24	i	x	x	x	x
COc1ccc(CC(=O)NCC(c2cccs2)S(=O)(=O)c2ccc(Cl)cc2)cc1 (stereo not drawn)	3%	-14	x	19%	x	x	x
CCOC(=O)N1CCC(Nc2ccc(Cl)cc2N)CC1	-32%[23.9 µM]	-12	8.9µM*	-39%[25.6 µM]	x	x	x
CCc1cc2c(cc1CC)CC(NCC(O)c1ccc(O)c3[nH]c(=O)ccc13)C2 (stereo not drawn)	9%	-9	-10%	x	x	x	x
CN(C)C(=O)C(O)C(Cc1ccccc1)NC(=O)c1cc2cc(Cl)ccc2[nH]1 (stereo not drawn)	11%	-9	i	x	x	x	x
O=C1CC2(CCCC2)CC(=O)N1	7%[23.9 µM]	12	2%	-39%[25.6 µM]	x	x	x
CSc1cccc(Nc2ncc3cc(-c4c(Cl)cccc4Cl)c(=O)n(C)c3n2)c1	-13%	x	i	13%	x	x	x
Cc1c(I)c(=O)n(-c2ccccc2)n1C	19%[23.9 µM]	34	i	-34%[25.6 µM]	x	x	x
Nc1cccc(CNC(=O)c2ccc(Oc3ccc(OCc4cccc(F)c4)cc3)nc2)c1	-19%	-7	i	x	x	x	x

Quoted from the listing.
CSc1cccc(Nc2ncc3cc(-c4c(Cl)cccc4Cl)c(=O)n(C)c3n2)c1 in HEK293 viab: -13%
Cc1cccc(C=NNc2cc(N3CCOCC3)nc(OCCc3ccccn3)n2)c1 in SNCA expr inh: 78%[activator]
CN(C)C(=O)C(O)C(Cc1ccccc1)NC(=O)c1cc2cc(Cl)ccc2[nH]1 (stereo not drawn) in IP6K1 inhibitor: -9

(next part)
SMILES	HEK293 viab	IP6K1 inhibitor	GPT2 inhibitor	SNCA expr inh	3T3 cytotox	FLuc inh	HEK cytotox
O=C(NC1CCN(c2cc(-c3ccc(Cl)cc3)[nH]n2)C1)c1ccncc1 (stereo not drawn)	-6%	-1	u	-1%	u	-15%	u
CN(C)CCOC(C)(c1ccccc1)c1ccccn1 (stereo not drawn)	6%	-5	i	11%	x	x	x
CCCCNc1ncc(C(=O)NCc2ccc(-n3ccnc3)cc2)c(NC2CCC(O)CC2)n1 (stereo not drawn)	u	9	i	x	x	x	x
O=C(O)Cc1ccc2c(c1)C(=O)c1ccccc1CO2	-8%[23.9 µM]	24	-3%	-46%[25.6 µM]	x	x	x
C/C1=C\[C@H]2OC(=O)[C@@H](C)[C@@H]2CC/C(C(=O)O)=C/CC1	3%	38	i	x	x	x	x
CCN(CC)CCNC(=O)c1cc(Cl)c(N)cc1OC	3%	32&-9	-2%&-17%&4%	0%	x	x	x
C=CC(=O)Nc1cccc(Nc2nc(Nc3ccc(N4CCN(C(C)=O)CC4)cc3OC)ncc2C(F)(F)F)c1	u	-19	3.2µM*	x	x	x	x
O=C(NCCCn1ccnc1)c1cc(-c2ccco2)on1	3%	2	-3%	x	x	x	x
CNc1nc(Nc2ccc(C(=O)N3CCOCC3)cc2OC)ncc1Cl	2%&3%	-21	2%&-25%	62%[activator]	x	x	x
C/C=C(/C(=C/C)c1ccc(OC(C)=O)cc1)c1ccc(OC(C)=O)cc1	-19%[23.9 µM]	32	-10%	-27%[25.6 µM]	x	x	x
COc1ccccc1CN[C@H]1CCCN[C@H]1c1ccccc1	u	-8	i	x	x	x	x
Oc1ccc(C=Cc2cc(O)cc(O)c2)cc1	-5%	x	-27%	12µM*	x	x	x
CC(C(=O)O)c1ccc(C(=O)c2cccs2)cc1 (stereo not drawn)	7%[23.9 µM]	-4	u	4%[25.6 µM]	x	x	x
O=C(Nc1cc2cc[nH]c2cn1)c1ccccc1	u	-28*	-2%&4%	1.5µM*	x	x	x
CS(=O)(=O)Nc1ccc2oc3c(OC(F)F)ccc(C(=O)Nc4c(Cl)cncc4Cl)c3c2c1	-27%	6	2%	x	x	x	x
Cc1c(NC(=O)c2cccnc2)c(=O)n(-c2ccccc2)n1C	-14%[23.9 µM]	-9	i	-8%[25.6 µM]	x	x	x
CC(C)C(=O)Nc1cccc(C(F)(F)F)c1	1%[23.9 µM]	4	i	-48%[25.6 µM]	x	x	x
OCCN1CCN(CCCN2c3ccccc3Sc3ccc(Cl)cc32)CC1	-7%	-7	-14%	-22%	x	x	x
COc1ccc(Cn2ccc3ccc(C(=O)NO)cc32)cc1	-32%&-21%	-22	u	-18%	x	x	x
Nc1nnnn1-c1ccccc1	22%[23.9 µM]	26	i	-9%[25.6 µM]	x	x	x
O=C(CO)N1CCC(c2[nH]nc(-c3ccc(Cl)cc3)c2-c2ccncn2)CC1	8%&2%	-14	i	14%	x	x	x
Cc1ccccc1C(=O)Nc1ccc(C(=O)N2CCCC(O)c3cc(Cl)ccc32)c(C)c1 (stereo not drawn)	-12%	13	-6%	-25%	x	x	x
Cc1cnc(NC(=O)Nc2cc(Br)c(C)cc2OCC2CNCCO2)cn1 (stereo not drawn)	u	0	u	x	x	x	x
CCCNC(C)C(=O)Nc1c(C)csc1C(=O)OC (stereo not drawn)	-17%[23.9 µM]	-7	5%	10%[25.6 µM]	x	x	x
O=C(CCNNC(=O)c1ccncc1)NCc1ccccc1	10%	2	2%&-32%	4%	x	x	x
Cc1oc(=O)oc1CN1CCN(c2cc3c(cc2F)c(=O)c(C(=O)O)c2n3C(C)S2)CC1 (stereo not drawn)	-21%	1	-6%	10%	x	x	x
CC1(C)O[C@@H]2C[C@@H]3[C@H]4C[C@@H](F)C5=CC(=O)C=C[C@]5(C)[C@@]4(F)[C@@H](O)C[C@]3(C)[C@]2(C(=O)CO)O1	9%	x	i	9%	x	x	x
COc1ccc(C(=O)NCc2ccc(OCCN(C)C)cc2)cc1OC	-19%[23.9 µM]	5	i	-29%[25.6 µM]	x	x	x
COc1cc(C(c2c(C)[nH][nH]c2=O)c2c(C)[nH][nH]c2=O)ccc1OC(=O)c1ccccc1F	-4%	7	x	-5%	x	x	x
Cc1nc(N)sc1-c1ccnc(Nc2ccc(N3CCOCC3)cc2)n1	-27%&-29%	1	2%	-38%	x	x	x

Already shown: four of the compounds above.
SMILES	HEK293 viab	IP6K1 inhibitor	GPT2 inhibitor	SNCA expr inh	3T3 cytotox	FLuc inh	HEK cytotox
Cc1c(NC(=O)c2cccnc2)c(=O)n(-c2ccccc2)n1C	-14%[23.9 µM]	-9	i	-8%[25.6 µM]	x	x	x
CC(C)C(=O)Nc1cccc(C(F)(F)F)c1	1%[23.9 µM]	4	i	-48%[25.6 µM]	x	x	x
OCCN1CCN(CCCN2c3ccccc3Sc3ccc(Cl)cc32)CC1	-7%	-7	-14%	-22%	x	x	x
COc1ccc(Cn2ccc3ccc(C(=O)NO)cc32)cc1	-32%&-21%	-22	u	-18%	x	x	x

(cont.)
Order of values: HEK293 viab, IP6K1 inhibitor, GPT2 inhibitor, SNCA expr inh, 3T3 cytotox, FLuc inh, HEK cytotox
COc1cccc(C(=O)N2CCN(C(=O)COc3cccc(C)c3)CC2)c1OC
→ 7%, -13, i, x, x, x, x
Cc1nc2cc(-c3cc(F)cc(C#N)c3)ccc2s1
→ -10%, 1, i, x, x, x, x
CCN1CCN(Cc2ccc(Nc3ncc(F)c(-c4cc(F)c5nc(C)n(C(C)C)c5c4)n3)nc2)CC1
→ -4%, 2, 3%, x, x, x, x
Cc1ncc(Cl)cc1NCc1ccc(C(=O)NC(CC2CCCC2)C(=O)NC2CC2)s1 (stereo not drawn)
→ -15%, -9, 1%, x, x, x, x
O=C(O)CC1CCC(c2ccc(NC(=O)c3nnc(Nc4ccc(F)c(F)c4)o3)cc2)CC1 (stereo not drawn)
→ -24%, 9, -5%, x, x, x, x
Cc1ccccc1C(=O)Nc1ccc(C(=O)N2CCC[C@@H](O)c3cc(Cl)ccc32)c(C)c1
→ -23%, 31, -11%, x, x, x, x
Cc1nc(C(=O)NCC(=O)O)c(O)c2ccc(Oc3ccccc3)cc12
→ 6%&4%, -5, i, 27%, x, x, x
C[C@@H]1CCN(C(=O)N2CCCC2)C[C@@H]1N(C)c1ncnc2[nH]ccc12
→ -2%, -12, 4%, x, x, x, x

Random excerpt: two records from the list
Order of values: HEK293 viab, IP6K1 inhibitor, GPT2 inhibitor, SNCA expr inh, 3T3 cytotox, FLuc inh, HEK cytotox
O=C(O)CC1CCC(c2ccc(NC(=O)c3nnc(Nc4ccc(F)c(F)c4)o3)cc2)CC1 (stereo not drawn)
→ -24%, 9, -5%, x, x, x, x
Cc1ncc(Cl)cc1NCc1ccc(C(=O)NC(CC2CCCC2)C(=O)NC2CC2)s1 (stereo not drawn)
→ -15%, -9, 1%, x, x, x, x

Screening results deposited in PubChem by National Center for Advancing Translational Sciences (NCATS).
